# hgDAF-12 ag: H. glycines DAF-12 receptor agonists, primary screen, cell-based, luminescence, HEK293, GAL4 fusion, UAS-luciferase; Nuclear hormone receptor DAF-12 (Heterodera glycines), GAL4 fusion; HEK293 GAL4-hgDAF12 UAS-luciferase reporter, agonist luminescence; normalized to butyrate control; activation, % at 6.8 µM; 1.8% of 370,000 active; AID 687014, 2013;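 active = activation above a cutoff set at the mean of all screened compounds plus 3 SD, cut at about 10% in these data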;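 note: 0% = DMSO wells and 100% = sodium butyrate wells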
# ADAM17 inh: ADAM17 inhibitors, primary screen, biochemical, QFRET | AID 720648, 2013 | recombinant ADAM17, EDANS/DABCYL FRET peptide cleavage | Disintegrin and metalloproteinase domain-containing protein 17 (Homo sapiens), P78536 | inhibition, % at 6.95 µM | 0.83% of 370,000 active;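 active = inhibition above the mean of compounds lying between control limits plus 3 SD, set per campaign, cut at about 8.5% in these data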;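 note: 0% = DMSO-only wells as the low control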
# DAX1 inh-1: DAX1 (NR0B1) inhibitors, primary screen, cell-based, HEK293, Gal4-DAX1, luciferase luminescence; Nuclear receptor subfamily 0 group B member 1 (Homo sapiens), P51843; HEK293 Gal4-DAX1 luciferase reporter; 0.99% of 340,000 active; inhibition, % at 6.75 µM; AID 504766, 2011;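 active = inhibition above the mean over all tested compounds plus 3 SD, cut at about 4.2% in these data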;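 note: 0% = DAX1-transfected cells with DMSO and 100% = empty-vector control cells with DMSO; inhibition shows as a rise in luminescence from relieved DAX1 repression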
# PLCb3 inh: human PLC-beta3 inhibitors, primary screen, biochemical, fluorescence. AID 720704, 2013. 0.18% of 370,000 active. Purified PLC-beta3, fluorogenic substrate. 1-phosphatidylinositol 4,5-bisphosphate phosphodiesterase beta-3 (Homo sapiens), Q01970. inhibition, % at 12.2 µM; in the data active = inhibition above about 11%;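 note: 0% = median of compound wells on plate and 100% = full blocker control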
# Target sequence (Q01970 whole entry, looked up): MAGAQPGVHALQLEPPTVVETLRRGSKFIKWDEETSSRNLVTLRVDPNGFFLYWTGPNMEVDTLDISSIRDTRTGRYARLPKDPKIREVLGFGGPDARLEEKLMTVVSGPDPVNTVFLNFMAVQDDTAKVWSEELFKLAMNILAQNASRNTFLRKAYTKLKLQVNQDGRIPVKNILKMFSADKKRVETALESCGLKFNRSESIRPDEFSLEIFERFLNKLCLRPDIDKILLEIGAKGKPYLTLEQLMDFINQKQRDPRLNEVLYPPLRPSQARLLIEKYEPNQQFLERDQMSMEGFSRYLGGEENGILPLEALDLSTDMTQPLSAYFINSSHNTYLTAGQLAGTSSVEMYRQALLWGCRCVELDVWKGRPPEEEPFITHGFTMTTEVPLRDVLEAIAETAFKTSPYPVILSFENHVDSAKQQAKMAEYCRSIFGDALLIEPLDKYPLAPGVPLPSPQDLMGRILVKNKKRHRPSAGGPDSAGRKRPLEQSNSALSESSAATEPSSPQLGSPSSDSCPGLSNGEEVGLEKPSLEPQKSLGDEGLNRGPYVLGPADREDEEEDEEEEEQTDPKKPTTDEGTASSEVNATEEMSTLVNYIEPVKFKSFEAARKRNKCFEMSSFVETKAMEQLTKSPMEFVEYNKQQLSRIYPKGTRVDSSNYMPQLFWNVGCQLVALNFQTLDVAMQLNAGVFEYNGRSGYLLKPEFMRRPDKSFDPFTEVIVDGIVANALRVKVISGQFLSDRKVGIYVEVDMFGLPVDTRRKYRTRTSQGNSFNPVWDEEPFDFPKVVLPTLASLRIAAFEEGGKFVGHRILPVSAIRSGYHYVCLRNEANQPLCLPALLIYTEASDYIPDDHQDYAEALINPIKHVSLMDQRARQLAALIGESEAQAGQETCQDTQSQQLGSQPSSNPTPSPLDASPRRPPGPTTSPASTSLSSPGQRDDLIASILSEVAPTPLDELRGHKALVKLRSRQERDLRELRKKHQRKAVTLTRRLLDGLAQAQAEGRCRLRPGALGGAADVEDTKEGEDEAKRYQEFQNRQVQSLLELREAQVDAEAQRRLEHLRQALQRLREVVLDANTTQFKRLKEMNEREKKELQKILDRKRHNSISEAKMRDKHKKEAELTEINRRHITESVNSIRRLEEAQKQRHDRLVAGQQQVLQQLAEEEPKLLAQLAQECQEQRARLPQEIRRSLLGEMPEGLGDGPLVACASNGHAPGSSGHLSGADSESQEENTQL
# PLC-gamma1 inh: PLC-gamma1 enzyme inhibitors, primary screen, biochemical, fluorescence, purified enzyme | 0.84% of 370,000 active | AID 720700, 2013 | fluorogenic substrate | inhibition, % at 12.2 µM | 1-phosphatidylinositol 4,5-bisphosphate phosphodiesterase gamma-1 (Homo sapiens), P19174; in the data active = inhibition above about 9.5%
# hcDAF12 agonist: H. contortus DAF-12 nuclear receptor activators, primary screen, cell-based, luminescence, HEK293, lit1-tk-luc reporter; activation, % at 6.8 µM; HEK293 hcDAF-12 lit1-tk-luc reporter; 0% DMSO, 100% Δ7-dafachronic acid; 1.4% of 370,000 active;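 active = activation above the mean of all tested compounds plus 3 SD, cut at about 5.5% in these data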;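 note: 100% = response to 3 µM Δ7-dafachronic acid high control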
# ssDAF12 agonist: S. stercoralis DAF-12 nuclear receptor activators, primary screen, cell-based, luminescence, HEK293, GRIP1 co-expression, lit1-tk-luc. 1% of 370,000 active. HEK293 ssDAF-12/GRIP1 lit1-tk-luc reporter; % of 3 µM dafachronic acid response. Nuclear hormone receptor DAF-12 (Strongyloides stercoralis). AID 652126, 2013. activation, % at 6.8 µM;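 active = activation above the mean over all tested compounds plus 3 SD, cut at about 0.9% in these data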;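 note: 0% = DMSO-only wells and 100% = 3 µM delta7-dafachronic acid wells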
# GAA850 FXN act: FXN promoter activators, primary screen, cell-based, luciferase luminescence, HEK293 lucGAA850; activation, % at 6 µM; 0.56% of 360,000 active; HEK293 lucGAA850 FXN promoter luciferase reporter, 24 h; percent of 10 µM SAHA response; AID 540364, 2011;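 active = activation above the average of all compounds screened plus 3 SD, cutoff fixed separately per campaign, cut at about 7.5% in these data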;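 note: 0% = DMSO wells and 100% = 10 µM SAHA wells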
# DAX1 inh-2: DAX1 (NR0B1) inhibitors on StAR promoter, primary screen, cell-based, luminescence, SF-1 (NR5A1), full-length DAX-1 | 1.1% of 370,000 active | AID 652010, 2013 | HEK293T StAR-luciferase reporter, SF-1/DAX-1 repression relief | inhibition, % at 6.8 µM;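 active = inhibition above the mean over all tested compounds plus 3 SD, cut at about 3.6% in these data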;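 note: 0% = DAX-1 cells with DMSO and 100% = cells lacking DAX-1 with DMSO; higher inhibition means more luminescence from relief of DAX-1 repression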
# sPLA2-III inh: human group III sPLA2 inhibitors, primary screen, biochemical, QFRET, BODIPY PC-A2 liposome substrate. Group 3 secretory phospholipase A2 (Homo sapiens), Q9NZ20. QFRET BODIPY PC-A2 liposome hydrolysis, fluorescence. inhibition, % at 12.2 µM. 0.56% of 370,000 active. AID 743126, 2013;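 active = inhibition above mean plus 3 SD of compounds lying within the high and low control bounds, cut at about 19% in these data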;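 note: 0% = median of test compound wells and 100% = no enzyme DMSO wells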
# ADAM10 inh: human ADAM10 inhibitors, primary screen, biochemical, QFRET, HTS; Disintegrin and metalloproteinase domain-containing protein 10 (Homo sapiens), O14672; recombinant ADAM10, EDANS/DABCYL FRET peptide cleavage, 3 h; inhibition, % at 7 µM; 0.62% of 370,000 active; AID 720582, 2013;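 active = inhibition above a per-campaign cutoff equal to the mean of compounds falling between control-based bounds plus 3 SD, cut at about 20% in these data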;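 note: 0% = DMSO wells while the 100% control is not disclosed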
# * = called active by the depositor; . = no result given. No enrichment for hits; about 6.9% have a hit in one of these screens.
SMILES,hgDAF-12 ag,ADAM17 inh,DAX1 inh-1,PLCb3 inh,PLC-gamma1 inh,hcDAF12 agonist,ssDAF12 agonist,GAA850 FXN act,DAX1 inh-2,sPLA2-III inh,ADAM10 inh
O=C(O)c1ccc(S(=O)(=O)NC2CC2)cc1,3.5,-3,-1.6,2,2,0.1,-1.4,-1.1,-0.7,-2,2
CCOCCOC(=O)c1[nH]c2c(c1C)C(=O)CC(c1cccs1)C2 (centres undefined),-6.5,-4,-0.6,-8,-1,-0.1,-1.3,-0.6,-0.4,9,-11
CN1CCN(CC#CC2(O)CCCCC2)CC1,0.8,-6,1.4,-3,0,-1.7,-1.1,4.1,0.9,-2,-7
O=C(CCc1ccccc1)N[C@H]1[C@@H](OC(=O)c2ccco2)CCC[C@]12C(=O)N(Cc1ccccc1)c1ccccc12,0.0,4,.,3,2,-1.2,-1.3,.,-0.3,-3,5
CCC(C)(NC(=O)Cc1c[nH]c2ccccc12)C(=O)NC1CCCCC1 (centres undefined),-4.6,1,-0.3,2,1,-0.6,-0.8,-1.5,-0.8,-32,-2
CCN1CCN(C(=S)NC(=O)c2cc(OC)c(OC)c(OC)c2)CC1,0.0,-1,0.2,-7,3,-1.5,-0.9,1.8,0.4,2,-9
Cc1ccc(-c2cc(C(=O)N/N=C/C=C/c3ccccc3)n[nH]2)s1,-0.1,-1,-1.1,-3,-3,-1.2,-1.3,0.9,0.2,-2,-1
CC1CC(=O)N(CC(=O)Nc2ccc3c(c2)OCCO3)c2ccccc2S1 (centres undefined),-1.5,-3,1.8,0,1,-0.3,-1.1,1.9,0.5,-3,-1
COc1cc(C(=O)NCCSc2ccc(F)cc2)cc(OC)c1OC,-2.0,-1,1.0,-4,4,0.1,-1.7,2.6,0.1,-1,-5
CCOC(=O)C1=C(C)NC2(O)c3ccccc3C(=O)C12O (centres undefined),-3.1,-7,0.6,-7,-3,-0.9,-1.2,-1.6,-0.7,-5,-10
O=C(NCCc1nc2ccccc2n1CCOc1ccc2cccnc2c1)C1CCCCC1,5.1,-2,.,3,3,0.5,-1.3,.,.,-7,0
Cc1cc([N+](=O)[O-])nn1CC(=O)NCc1cccs1,1.7,-3,1.2,-1,2,-0.8,-1.1,-0.1,-0.2,-1,-4
COC(=O)N1CCCC1c1cccc2[nH]cc(C)c12 (centres undefined),0.7,-6,.,-6,-7,-0.7,-1.2,.,1.1,-10,-12
CC(c1nnnn1C1CCCCC1)N(Cc1ccccc1)Cc1cccnc1 (centres undefined),-1.9,9.4*,-0.3,6,6,-2.3,-1.7,2.2,-0.5,-17,18
CCOC(=O)C1(Cc2ccccc2C(F)(F)F)CCN(C2CCN(C(C)C)CC2)CC1,1.2,4,0.6,0,4,0.1,-1.6,1.3,2.3,0,-6
CN(C(=S)Nc1ccc(Oc2ccccc2)cc1)c1ccc(O)cc1,-1.6,5,0.0,-6,-4,0.7,-1.5,2.6,-0.8,-6,2
CCCc1cc(=O)oc2cc(OCc3nn[nH]n3)ccc12,-0.5,-41,-0.4,-13,-9,-0.7,-1.7,-2.0,-0.1,-2,-179
C=CCNC(=O)c1ccc(-c2ccc([N+](=O)[O-])cc2)o1,4.7,-2,-1.2,-13,-18,-0.1,-1.8,-3.0,1.6,0,-5
Cc1ccc(C(=O)N2CCN(C3c4cccc5cccc(c45)C3NS(=O)(=O)c3ccccc3)CC2)cc1 (centres undefined),0.1,11*,1.6,0,3,-1.6,-1.2,-7.2,-0.8,-26,24*
CC(=O)C1C(c2ccc3ncccc3c2)NC(=O)NC1(O)C(F)(F)F (centres undefined),-1.1,1,0.4,-20,1,-0.6,-1.8,2.0,-0.2,0,1
CC(=O)c1cc(C(=O)Nc2ccc3ccccc3c2)c(C)o1,1.1,-6,2.4,-18,-7,3.3,0.4,-0.3,0.0,3,-15
O=C(/C=C/c1ccccc1)N/C(=C\c1ccco1)C(=O)O,-0.9,0,1.3,2,2,-0.1,-0.8,-0.6,0.3,1,-7
CC1=C(Nc2ccc(C(=O)O)cc2)C(=O)c2ccccc2C1=O,-0.8,-1,-0.3,-4,0,-0.6,-0.5,0.7,-0.3,-1,6
Cc1noc(C)c1NC(=O)N(C)C[C@@H]1OCc2cnnn2CCCC(=O)N([C@H](C)CO)C[C@@H]1C,-1.9,-2,0.0,2,0,-0.1,-1.3,0.4,-0.3,10,-8
CC1(C)CN=c2s/c(=C\c3ccc(Cl)cc3)c(=O)n2C1,1.7,-2,3.2,1,-1,-1.9,-1.5,1.5,0.1,13,-3

# Another view of two compounds above:
# The line under a structure holds: hgDAF-12 ag, ADAM17 inh, DAX1 inh-1, PLCb3 inh, PLC-gamma1 inh, hcDAF12 agonist, ssDAF12 agonist, GAA850 FXN act, DAX1 inh-2, sPLA2-III inh, ADAM10 inh
Cc1noc(C)c1NC(=O)N(C)C[C@@H]1OCc2cnnn2CCCC(=O)N([C@H](C)CO)C[C@@H]1C
  -1.9, -2, 0.0, 2, 0, -0.1, -1.3, 0.4, -0.3, 10, -8
C=CCNC(=O)c1ccc(-c2ccc([N+](=O)[O-])cc2)o1
  4.7, -2, -1.2, -13, -18, -0.1, -1.8, -3.0, 1.6, 0, -5

# Going on with the list:
SMILES,hgDAF-12 ag,ADAM17 inh,DAX1 inh-1,PLCb3 inh,PLC-gamma1 inh,hcDAF12 agonist,ssDAF12 agonist,GAA850 FXN act,DAX1 inh-2,sPLA2-III inh,ADAM10 inh
C#Cc1cccc(NC(=O)c2ccc3c(c2)C(=O)N(Cc2cccnc2)C3=O)c1,2.5,2,-0.2,2,4,-0.8,-0.2,-2.0,2.6,-5,10
Cc1cc(C)cc(NC(=S)NC(=O)Cc2ccccc2)c1,-1.1,7,0.2,-2,0,-1.2,-1.2,2.3,0.1,-5,12
O=C(CN1C(=O)NC2(CCCCCC2)C1=O)Nc1ccccc1[N+](=O)[O-],-2.2,-3,1.3,2,0,2.4,-0.7,1.0,-0.3,-4,-4
O=C(Nc1ccc(C(F)(F)F)cc1)OC1CCC12CCCCC2 (centres undefined),-2.4,0,.,1,1,-1.0,-1.0,.,0.0,9,-1
Cc1cc(/C=C2\SC(=S)NC2=O)c(C)n1-c1ccc(O)cc1,14*,2,0.0,-30,-14,3.8,-0.1,1.0,2.5,13,10
O=C1C=C(c2ccccc2)OC2(CCCC2)O1,1.4,-3,-0.1,0,-3,0.1,-1.3,-0.6,-1.6,3,3
CC1=C(C(=O)N(C)C)CC(CC(=O)NC2CCCCC2)C(=O)N1Cc1ccc(F)cc1 (centres undefined),0.2,0,.,3,0,-1.8,-1.0,.,1.4,8,-10
COc1cc(OC)c(NC(=O)CC(=O)Nc2cc(Cl)c(OC)cc2OC)cc1Cl,0.4,-2,0.5,-9,-2,-0.6,-1.8,-0.1,-0.5,-60,0
COc1ccccc1N(CC1CO1)S(=O)(=O)c1ccccc1 (centres undefined),0.8,2,1.2,-2,3,1.0,-0.8,1.2,0.1,4,9
CCCOC(=O)c1ccc(NC(=O)/C=C/c2cccs2)cc1,8.6,0,0.4,-24,-17,0.3,-0.2,0.0,0.2,-1,11
COc1ccc(OC)c(NC(=O)CCCc2ccccc2)c1,-1.7,-1,-0.4,-11,-2,-1.4,-1.1,1.2,0.2,14,3
COC(=O)CCC(=O)NC(=S)Nc1sc(C)c(C)c1C(N)=O,-3.8,-1,0.6,2,-3,2.5,0.5,1.5,0.5,10,-9
Cc1cc(C)c2c(C)nn(-c3ccccc3)c2n1,2.5,-7,0.7,-7,-3,1.8,-0.7,2.1,0.1,-5,-21
CCOC(=O)c1c(N=CN(C)C)c2cc([N+](=O)[O-])cnc2n1C,3.1,-1,0.9,-5,3,-0.1,-0.8,-0.1,-0.3,2,2
Cc1ccc(C(=O)COC(=O)c2cc(Cl)nc3ccccc23)cc1C,0.8,1,1.5,3,-3,2.3,-1.5,-2.6,0.0,6,-4
COc1cc(N)c(C(=O)c2nccc3cc(OC)c(OC)cc23)cc1OC,1.2,1,0.8,-9,-3,-0.8,-1.1,3.5,0.3,1,1
Cc1ccc(CN(C(=O)c2ccc(Cl)c([N+](=O)[O-])c2)C2CCS(=O)(=O)C2)o1 (centres undefined),0.0,-2,0.3,-4,-1,-0.4,-0.8,0.6,-0.4,-6,-4
CCOC(=O)C1CCCN(C(=O)c2cc3cc(F)ccc3[nH]2)C1 (centres undefined),6.0,-6,-1.2,-13,-7,1.1,-0.3,-0.2,-0.2,-4,0
O=C(Cc1cccs1)NCCc1csc(-c2ccccc2)n1,-1.1,0,-0.6,-7,0,-1.9,-0.7,2.8,-0.2,-5,14
CCN1C(=O)/C(=C/c2nc3ccccc3c(=O)[nH]2)c2ccccc21,0.5,-1,0.0,-64,-58,1.6,-0.1,2.1,-0.1,-15,8
COc1cc(/C=C/C(=O)O)ccc1OS(=O)(=O)c1c(C)c(C)cc(C)c1C,0.7,-5,-0.6,-8,-1,-1.3,-0.7,0.6,-1.9,-29,-2
CCSc1ccc(-c2nn(-c3ccccc3)cc2/C=C(/C#N)C(=O)NC)cc1,1.1,-1,-0.9,-6,-9,0.0,-1.1,-0.9,-0.2,0,-11

# 4 entries drawn at random from those above:
SMILES,hgDAF-12 ag,ADAM17 inh,DAX1 inh-1,PLCb3 inh,PLC-gamma1 inh,hcDAF12 agonist,ssDAF12 agonist,GAA850 FXN act,DAX1 inh-2,sPLA2-III inh,ADAM10 inh
Cc1ccc(C(=O)COC(=O)c2cc(Cl)nc3ccccc23)cc1C,0.8,1,1.5,3,-3,2.3,-1.5,-2.6,0.0,6,-4
CCCOC(=O)c1ccc(NC(=O)/C=C/c2cccs2)cc1,8.6,0,0.4,-24,-17,0.3,-0.2,0.0,0.2,-1,11
COc1cc(N)c(C(=O)c2nccc3cc(OC)c(OC)cc23)cc1OC,1.2,1,0.8,-9,-3,-0.8,-1.1,3.5,0.3,1,1
COc1ccc(OC)c(NC(=O)CCCc2ccccc2)c1,-1.7,-1,-0.4,-11,-2,-1.4,-1.1,1.2,0.2,14,3
